High-throughput results as filed in PubChem BioAssay.
D2 ag: agonists of human D2 dopamine receptor; P14416; HEK293 T-REx D2 cells, calcium flux agonist mode; 340,000 tested, 0.53% active; activation, % at 2 µM;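 active = activation over 3 SD above normal in the single-dose calcium agonist read, cut at about 30% in these data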; also: 0% is about no effect
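HEK293 Trex D2 cells, tetracycline-induced, o/n 30 C 5% CO2; no-wash Ca dye, RT 30–90 min; 10-cycle baseline, 23 nl cpd added, kinetic Ca read 180 s; agonist hits = positive Ca response.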
GRP78 ERSR act: induces the endoplasmic reticulum stress response in human glioma cells | U87-MG GRP78 promoter luciferase reporter, 16 h | Potency, µM, for inactives: top-dose activation, most hits filed as activators | 420,000 tested, 0.02% active; also: potency is read from the fitted curve at half-maximal effect; series mostly up to about 76 µM; % of control where 0% means no effect; nearly all actives have a fitted effect of over 35% in size
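Stably transfected U87-MG glioma cells carrying a GRP78-based luciferase sensor; 16 h compound incubation. Luminescence end-point read 10 min after Bright-Glo addition at room temperature.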
Vif-A3F inh: Vif-A3F binding inhibition; HeLa A3F-eYFP + Vif (tagged APOBEC3F with the HIV-1 protein that degrades it), YFP fluorescence increase; Potency, µM (highest dose often 46.1 µM), without a hit: at the highest dose activity, negative = active; 390,000 tested, 0.2% active; AID 602313; also: potency is read from the fitted curve at half-maximal effect; % of control where 0% means no effect; nearly all actives have a fitted effect of over 65% in size
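HeLa cells stably expressing A3F-eYFP plus Vif, plated and incubated overnight at 37 deg C, then exposed to compounds overnight at 37 deg C. Blocked degradation read as raised yellow fluorescence (Ex 488/Em 500-530).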
ERG Ets-DNA blk: ERG Ets/DNA interaction inhibition | P11308 | fluorescence polarization, His-ERG Ets domain / labelled DNA | Potency, µM (series often up to 76.9 µM), for inactives: top-dose FP activity, negative = inhibition, most hits filed as inhibitors | 370,000 tested, 0.028% active | AID 624246; active = well fitted inhibition curve with a large enough effect in the polarisation, with a control signal flat; inconclusive = small, poorly fitted or top-dose-only effect, or effect the other way, or a change in a side signal; inactive = no such curve, though single readings can be large or run the other way; the % refers to the polarisation;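 also: polarization taken with two DNA probes labelled with fluorescein and Texas red; potency is read from the fitted curve at half-maximal effect; % of control where 0% means no effect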
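His-tagged ERG Ets domain (1 uM in the protein solution; 300mM KCl, 50mM Tris-HCl, 1mM EDTA, 1mM DTT, pH 7.5) received compound, then a probe mix of 5 nM fluorescein-DNA and 100nM Texas-615-DNA. Fluorescence polarization was read for both dyes.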
Vif-A3G inh: inhibitors of Vif-APOBEC3G interaction. Potency, µM (doses to about 46.1 µM), for the others: at the top dose activity, negative = active, most hits filed as inhibitors. AID 602310. HeLa A3G-eYFP + Vif (tagged APOBEC3G with the HIV-1 protein that degrades it), YFP fluorescence, overnight. 410,000 tested, 0.076% active. Q9HC16;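 also: potency is read from the fitted curve at half-maximal effect; % is scaled to controls: 0 for no effect and ±100 for the full control effect; nearly all actives have a fitted effect of over 60% in size; hits raise eYFP signal because A3G escapes Vif-driven loss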
Target sequence (Q9HC16 whole entry, looked up): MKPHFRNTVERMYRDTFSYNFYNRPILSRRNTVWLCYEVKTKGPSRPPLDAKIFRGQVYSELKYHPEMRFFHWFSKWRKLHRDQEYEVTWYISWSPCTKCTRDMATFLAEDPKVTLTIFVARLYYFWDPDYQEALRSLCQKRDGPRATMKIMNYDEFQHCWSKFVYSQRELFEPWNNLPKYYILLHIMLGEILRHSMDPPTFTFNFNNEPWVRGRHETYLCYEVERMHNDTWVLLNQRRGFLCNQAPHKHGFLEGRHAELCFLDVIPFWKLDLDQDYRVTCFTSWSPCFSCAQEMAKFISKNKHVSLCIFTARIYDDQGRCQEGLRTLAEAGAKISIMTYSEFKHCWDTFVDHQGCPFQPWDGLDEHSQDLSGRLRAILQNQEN
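HeLa cells stably expressing Vif and C-terminally eYFP-tagged A3G, seeded overnight at 37 deg C, then exposed to compound by pintool overnight at 37 deg C. Rise in yellow fluorescence (Ex 488/Em 500-530, Acumen) marks blocked Vif-driven A3G degradation.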
ALOX12 inh: blocks human arachidonate 12S-lipoxygenase. P18054. purified 12hLO, xylenol orange hydroperoxide absorbance. Potency, µM (series often up to 108 µM), inactives show at the top dose activity change, negative = inhibition, most hits filed as inhibitors. 580,000 tested, 1.1% active; also: potency is read from the fitted curve at half-maximal effect; % is scaled to controls: 0 for no effect and ±100 for the full control effect
Target sequence (P18054 whole entry, looked up): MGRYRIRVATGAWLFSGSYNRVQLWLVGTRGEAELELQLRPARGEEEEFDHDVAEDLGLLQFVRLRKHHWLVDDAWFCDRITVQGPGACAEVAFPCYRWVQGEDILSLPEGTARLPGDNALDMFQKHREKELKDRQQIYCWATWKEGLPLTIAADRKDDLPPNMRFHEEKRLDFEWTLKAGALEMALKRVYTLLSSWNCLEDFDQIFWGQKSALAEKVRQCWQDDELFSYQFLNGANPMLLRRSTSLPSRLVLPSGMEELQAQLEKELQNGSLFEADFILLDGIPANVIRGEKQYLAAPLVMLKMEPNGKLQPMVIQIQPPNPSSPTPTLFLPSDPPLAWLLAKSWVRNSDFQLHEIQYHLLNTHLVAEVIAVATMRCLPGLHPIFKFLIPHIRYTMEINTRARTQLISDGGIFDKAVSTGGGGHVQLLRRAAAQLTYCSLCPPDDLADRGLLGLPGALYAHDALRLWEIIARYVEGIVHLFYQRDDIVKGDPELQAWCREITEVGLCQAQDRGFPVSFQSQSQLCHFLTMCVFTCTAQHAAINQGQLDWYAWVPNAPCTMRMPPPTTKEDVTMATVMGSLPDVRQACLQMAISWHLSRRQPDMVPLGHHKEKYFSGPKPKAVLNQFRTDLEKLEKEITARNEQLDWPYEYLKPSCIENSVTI
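Purified human 12hLO (150 nM final) in 25 mM Hepes, 0.01% Triton X-100, pH 7.0 was preincubated 15 min at room temperature with compound. Then 40 uM arachidonic acid was added, 30 min. Hydroperoxide was read by Fe-XO absorbance ratio 573/405 nm.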
RGS4 inhibitor: blocks human RGS4-accelerated GTP hydrolysis | P49798 | Potency, µM (titrated, usually from 114 µM), for the others: at the highest dose activity change, negative = inhibition, most hits filed as inhibitors | Transcreener GDP fluorescence polarization, RGS4-accelerated GTP hydrolysis | 390,000 tested, 0.039% active; also: potency is read from the fitted curve at half-maximal effect; % is scaled to controls: 0 for no effect and ±100 for the full control effect; nearly all actives have a fitted effect of over 75% in size; some results filed as inactive show a strong effect at the top dose
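MLSMR compounds (23 nl, pin-transferred) preincubated 10 min at room temperature with a 500nM (2x) first reagent, then RGS4 at 900nM (2x) plus Transcreener GDP mix added; fluorescence polarization (620/688 nm) read before and after 90 min at 30 °C.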
D2 antag: antagonizes the human D2 dopamine receptor | HEK293 TREx D2 cells, calcium flux, dopamine EC80 | inhibition, % at 10 µM | 340,000 tested, 2% active | AID 485344; in the data active = inhibition above about 30%; also: 0% is about no effect
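HEK293 T-REx D2 cells, tet-induced, calcium dye no-wash. Cpd pintool add, 180 s kinetic, then EC80 DA, 180 s kinetic. Ca flux read.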
LDHA block: blocks human lactate dehydrogenase A; purified LDHA, NADH/diaphorase-resazurin fluorescence; active compounds read low; activity change, % (values are at about 110 or 230 µM); 480,000 tested, 0.15% active; in the data active = activity change below about -30%; inconclusive = mostly about -25% to -30%;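 also: plate controls were DMSO wells for no effect and wells without enzyme for full effect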
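Resorufin fluorescence (ex540/em590), read at 0 and 20 min after diaphorase/resazurin addition, reports the NADH left after a 5 min room-temperature reaction of 2 nM human LDH5 with 0.06 mM NADH and 0.2 mM pyruvate.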
Numbers without * were called inactive; i = inactive; u = inconclusive; x = no result given; & = joins results of further samples; [ ] = remark or other dose. Unless noted, calls follow the shape of the dose curve; as a rule, active = well fitted curve in the direction sought with a large enough effect; inconclusive = small, poorly fitted or top-dose-only effect, or another doubt; inactive = no such curve, though single readings can be large; an effect the other way counts as inactive or inconclusive. An excerpt. The share of hits here may be higher or lower than overall.

SMILES	D2 ag	GRP78 ERSR act	Vif-A3F inh	ERG Ets-DNA blk	Vif-A3G inh	ALOX12 inh	RGS4 inhibitor	D2 antag	LDHA block
CC(=O)c1ccc(NC(=O)CCn2nc(C)c(S(=O)(=O)N3CCC(C)CC3)c2C)cc1	0.6	3%	-11%	1%	-1%	-12%	0%	x	0
O=C(CN1C(=O)CCC1=O)Nc1nc(-c2nc3ccccc3s2)cs1	0.5	3%	1%	-1%	-9%	-12%	12%	3	0
O=C(CSc1nc2c(c(=O)n1-c1ccc(Cl)cc1)SCC2)NCc1ccco1	0.6	-4%	-3%	-2%	-3%	-35%	-9%	7	3
CC(C)NC(=O)N(C)C[C@H]1Oc2c(NC(=O)C3CC3)cccc2C(=O)N([C@H](C)CO)C[C@@H]1C	x	-5%	-7%	6%	2%	-2%	11%	x	1
CCOc1ccccc1N(CC)C(=O)c1cc2c(=O)n(CC)c3ccccc3c2s1	-0.8	-2%	-6%	-4%	4%	-22%	26%	x	4
CCCn1ccc2c(OCC(=O)Nc3ccc(F)cc3F)cccc2c1=O	-0.1	-1%	0%	0%	-6%	-21%	-22%	x	-2
CCN(CC)Cc1nc2c(c(=O)[nH]1)C1(CCCCC1)Cc1ccccc1-2	0.5	3%	-8%	-2%	1%	12%	-12%	-3	-7
CCn1c(-c2ccccc2)ccc(C#N)c1=O	-0.5	-1%	0%	-4%	-1%	-5%	-17%	-11	-1
CCSc1ccc(C(=O)Nc2ccc(-c3nc4ccc(C)cc4s3)cc2)cc1	0.0	-3%	0%	-2%	0%	-3%	1%	x	-6
Cc1cc(C)c(NC(=O)CSc2cn(CC(=O)N3CCOCC3)c3ccccc23)c(C)c1	0.5	-2%	1%	-4%	4%	-26%	15%	x	-3
COc1ccc(NC(=O)CSc2nnnn2C2CC3C=CC2C3)cc1 (stereo not given)	-0.5	4%	-1%	-3%	1%	-19%	-8%	-5	-4
CCOC(=O)c1cc(OC(=O)c2ccccc2F)n(-c2ccccc2)n1	0.2	-2%	2%	0%	-4%	u	-28%	x	2
CC(C)OCCCN1C(=O)c2[nH]nc(-c3ccccc3O)c2C1c1cccc(Cl)c1 (stereo not given)	-1.5	-6%	-1%	-13%	-12%	u	-36%	5	0
CCCCN(C)CCCNC(=O)Cn1nc(CC)n2c(cc3sc(C)cc32)c1=O	-0.3	-3%	-3%	0%	2%	0%	15%	x	2
NC(=O)c1ccc(NC(=O)CSc2cn(CC(=O)N3CCOCC3)c3ccccc23)cc1	-0.1	-1%	-4%	7%	1%	-7%	-10%	-19	4
CCC1(CC)NC(=O)N(CC(=O)Nc2ccc(C)cc2C)C1=O	x	-2%	10%	-21%	5%	-2%	-18%	x	-4
CCCNC(=O)C1(C)CCN(C(=O)C2(c3ccc(Cl)cc3)CCCC2)C1 (stereo not given)	x	-2%	x	x	-1%	1%	x	x	-4
O=C(O)c1ccc(CNCc2cccc(Cl)c2Cl)cc1	0.2	-7%	-10%	0%	0%	u	-23%	-4	8&-1
CC(=O)N1CCN(C(=S)NC(=O)C23CC4CC(CC(C4)C2)C3)CC1	0.3	-2%	2%	-2%	2%	31%	1%	-3	-7
COC(=O)Cc1ccc(OC(=O)c2cccc(S(=O)(=O)N3CCN(C)CC3)c2)cc1	0.3	-3%	-6%	-2%	-1%	0%	-19%	-17	-8
CCOC(=O)c1ccc(CNC(=O)Cn2nnc(-c3ccc(C)cc3)n2)o1	1.7	-7%	-4%	11%	2%	0%	-1%[11.4 µM]	5	-5
c1cncc(COC2CCCN(Cc3nc(-c4cccs4)no3)C2)c1 (stereo not given)	0.5	1%	-2%	2%	0%	-11%	32%	-6	-5
COc1cc(-c2nc3ccccc3s2)ccc1O	0.3	8%	0%	x	-6%	u	7%	6	-10
Cc1ccc(Oc2ccccc2NC(=O)CN2C(=O)NC3(CCCC3)C2=O)cc1	-0.4	3%	-13%	3%	-8%	i	5%	-6	-4
COc1cccc(NC(=O)C2C3CC4OC(=O)C2C4C3)c1 (stereo not given)	0.3	-3%	4%	-5%	-4%	0%	-20%	-10	-9

Sorted by value in D2 antag (largest number first): 3 of the compounds above.
SMILES	GRP78 ERSR act	Vif-A3F inh	ERG Ets-DNA blk	ALOX12 inh	RGS4 inhibitor	D2 antag	LDHA block
O=C(CSc1nc2c(c(=O)n1-c1ccc(Cl)cc1)SCC2)NCc1ccco1	-4%	-3%	-2%	-35%	-9%	7	3
CCN(CC)Cc1nc2c(c(=O)[nH]1)C1(CCCCC1)Cc1ccccc1-2	3%	-8%	-2%	12%	-12%	-3	-7
O=C(O)c1ccc(CNCc2cccc(Cl)c2Cl)cc1	-7%	-10%	0%	u	-23%	-4	8&-1

(further entries)
SMILES	D2 ag	GRP78 ERSR act	Vif-A3F inh	ERG Ets-DNA blk	Vif-A3G inh	ALOX12 inh	RGS4 inhibitor	D2 antag	LDHA block
O=C(Nc1ccccc1F)c1nc[nH]c1C(=O)NCc1ccccc1	x	-3%	7%	x	-2%	u	x	x	-2
CN(Cc1ccc(F)cc1)S(=O)(=O)c1nnc(NC(=O)c2ccccc2Br)s1	-1.1	1%&4%	1%&1%	-10%&0%	1%&-6%	-13%&-10%	-4%&-18%	x	-5&-1
O=C(Nc1ccc(C(=O)N2CCOCC2)cc1)c1cc(-c2cccnc2)nc2ccc(Cl)cc12	-1.0	-4%	-2%	11%	-18%	-11%	-1%	-2	-5
COC(=O)c1cc(C)sc1NC(=O)CCc1ccccc1	1.0	-4%	2%	6%	0%	0%	10%	-8	-1
C=CCN1C(=O)/C(=C2/Sc3ccc(OC)cc3N2C)SC1=Nc1ccccc1	-0.3	-2%	-18%	-6%	-5%	0%	7%[56.9 µM]	-3	-4
CCOC(=O)c1c(NC(=O)CN2C(=O)NC(C)(c3ccc(OC(F)F)cc3)C2=O)sc(C)c1C (stereo not given)	12	-2%	3%	-11%	1%	-17%	-23%	0	-2
CC(=O)NC(c1ccc(F)c(F)c1)c1nc(-c2cccc(C(F)(F)F)c2)cs1 (stereo not given)	x	0%	x	x	-5%	-3%	x	x	-2
Cc1ccc(C2=NN=C(NC(=O)C(F)(F)F)SC2)cc1	0.7	-3%	-11%	14%	0%	u	-23%	-9	-3
COc1ccc(/C=C/CN2CCCC(C(=O)c3ccc(OC)c(F)c3)C2)cc1 (stereo not given)	1.1	-9%	13%	6%	0%	x	-1%	18	-2
O=c1oc2cc(O)ccc2cc1-c1nc2c(s1)CCc1ccccc1-2	141*	-2%	-48%	10%	5%	u	-13%	80*	6
CCN(C(=O)CSc1nnc(-c2ccncc2)n1Cc1ccccc1)C1CCS(=O)(=O)C1 (stereo not given)	0.0	3%	0%	12%	3%	-3%	16%	-4	0
CC(C)(C)C(=O)NCCN1C(=O)S/C(=C\c2ccc([N+](=O)[O-])cc2)C1=O	1.0	1%	6%	0%	-1%	-1%	-49%	4	1
Cn1c(SCC(=O)N2c3ccccc3Sc3ccccc32)nc2ccccc21	-0.7	-2%	-1%	8%	-5%	-28%	-3%	0	-4
COCC(C)n1c(SCC(=O)N2CC(=O)Nc3ccccc32)nc2ccccc2c1=O (stereo not given)	0.5	-2%	-6%	19%	-12%	u	-10%	6	4
COc1ccc(-c2nc(CS(=O)(=O)CC(=O)NCCc3cc(OC)ccc3OC)c(C)o2)cc1	-0.3	-4%	-5%	-3%	1%	-14%&19%	-6%	-4	u

Grouped by structure, the compounds so far containing a furan ring, fused or not (2)
SMILES	D2 ag	GRP78 ERSR act	Vif-A3F inh	ERG Ets-DNA blk	Vif-A3G inh	ALOX12 inh	RGS4 inhibitor	D2 antag	LDHA block
O=C(CSc1nc2c(c(=O)n1-c1ccc(Cl)cc1)SCC2)NCc1ccco1	0.6	-4%	-3%	-2%	-3%	-35%	-9%	7	3
CCOC(=O)c1ccc(CNC(=O)Cn2nnc(-c3ccc(C)cc3)n2)o1	1.7	-7%	-4%	11%	2%	0%	-1%[11.4 µM]	5	-5

A draw from above in order of number of heavy atoms, high to low:
SMILES	D2 ag	GRP78 ERSR act	Vif-A3F inh	ERG Ets-DNA blk	Vif-A3G inh	ALOX12 inh	RGS4 inhibitor	D2 antag	LDHA block
CCOC(=O)c1c(NC(=O)CN2C(=O)NC(C)(c3ccc(OC(F)F)cc3)C2=O)sc(C)c1C (stereo not given)	12	-2%	3%	-11%	1%	-17%	-23%	0	-2
CCN(C(=O)CSc1nnc(-c2ccncc2)n1Cc1ccccc1)C1CCS(=O)(=O)C1 (stereo not given)	0.0	3%	0%	12%	3%	-3%	16%	-4	0
COCC(C)n1c(SCC(=O)N2CC(=O)Nc3ccccc32)nc2ccccc2c1=O (stereo not given)	0.5	-2%	-6%	19%	-12%	u	-10%	6	4
Cn1c(SCC(=O)N2c3ccccc3Sc3ccccc32)nc2ccccc21	-0.7	-2%	-1%	8%	-5%	-28%	-3%	0	-4
O=c1oc2cc(O)ccc2cc1-c1nc2c(s1)CCc1ccccc1-2	141*	-2%	-48%	10%	5%	u	-13%	80*	6
Cc1ccc(C2=NN=C(NC(=O)C(F)(F)F)SC2)cc1	0.7	-3%	-11%	14%	0%	u	-23%	-9	-3
